E-sel TNF inh – TNF alpha driven E-selectin expression inhibition; HUVEC TNFa-induced E-selectin immunofluorescence, high content; inhibition, % at 2 µM; 120,000 tested, 0.71% active;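 active means inhibition above the batch mean plus 3 SD, and confirmed as a hit on visual image review, cut at about 43% in these data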;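 further: 0% = TNF-stimulated DMSO wells and 100% = unstimulated control wells; not every result past the cut was called active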
GALR2 blocker – blocks the human galanin receptor 2; GALR2-expressing cells, antagonist mode; inhibition, % at 4 µM; AID 828; O43603; 140,000 tested, 0.39% active; in the data active means inhibition above about 27%;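 further: cells stimulated with galanin 1-16 at roughly its EC80; 0% = agonist challenge control and 100% = basal control without agonist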
Target sequence (O43603 whole entry, looked up): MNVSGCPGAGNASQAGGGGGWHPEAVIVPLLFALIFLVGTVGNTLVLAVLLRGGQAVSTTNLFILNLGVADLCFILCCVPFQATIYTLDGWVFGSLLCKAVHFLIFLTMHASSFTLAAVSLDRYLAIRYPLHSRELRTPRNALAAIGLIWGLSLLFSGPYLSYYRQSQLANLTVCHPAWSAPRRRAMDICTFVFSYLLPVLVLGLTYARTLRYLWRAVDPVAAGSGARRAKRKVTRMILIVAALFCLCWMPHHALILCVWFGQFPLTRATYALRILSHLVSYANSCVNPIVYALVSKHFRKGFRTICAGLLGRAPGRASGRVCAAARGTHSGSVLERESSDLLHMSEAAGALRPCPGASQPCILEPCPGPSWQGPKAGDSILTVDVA
Phagocyt inh – macrophage phagocytosis inhibition. inhibition, % at 5 µM. AID 1029. J774A.1 macrophage IgG-bead phagocytosis, imaging. 110,000 tested, 0.07% active;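 active means inhibition above the mean of the plate negative controls plus 5 SD, cut at about 13% in these data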;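 further: phagocytic index as fraction of beads internalized from green versus red external bead signal; plate controls were DMSO negative control for no effect and cytochalasin-D positive control for full effect; some results beyond the cut were filed as inactive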
Yeast lifespan up – yeast lifespan extension; S. cerevisiae growth with nicotinamide, OD615; deaD strain in restrictive glucose medium; inhibition of the nicotinamide effect, % at 10 µM; 130,000 tested, 0.68% active;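 active means inhibition above a set limit, placed 3 SD over the median of all compounds, cut at about 26% in these data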;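 further: 0% = nicotinamide-treated wells and 100% = cells grown without nicotinamide; some compounds called inactive have numbers as strong as hits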
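Assay system: engineered S. cerevisiae DeaD replicative-lifespan strain, galactose-grown log-phase cells; Buffer or medium: CSMM-D glucose medium, restrictive; Probe or stimulus: nicotinamide 1.5 mM; Compound: single dose 10 µM compound, 0.25% DMSO; Schedule: 4 h preincubation then 48 h treatment at 30 °C; Technique: OD615 measurement.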
bCat KO growth – beta-catenin-lacking colon tumor cell growth suppression. HCT116 beta-catenin knockout viability, CellTiter-Glo, 60 h; hits give low values. viability, % at 10 µM. 140,000 tested, 1.5% active. AID 818;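 active means viability at or under a set limit, the compound median less 4 SD, cut at about 6% in these data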;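 further: 0% = Hyamine 1622 control at 20 µM and 100% = untreated cell control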
Measles CPE – protection of cells from measles virus. Measles virus-infected cells, CPE protection, absorbance. 140,000 tested, 1.5% active. protection (pct of control), % at 4 µM; in the data active means protection mostly above about 24%, no sharp cut-off; inactive means mostly below about 26%; further: some compounds called inactive have numbers as strong as hits
BB579 growth dn – chemicals that inhibit yeast BB579 growth in restrictive medium (lifespan-shortening candidates). S. cerevisiae BB579 growth, OD615, 48 h. inhibition, % at 10 µM. 140,000 tested, 0.51% active. AID 804;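 active means inhibition above a set limit, 3 SD over the mean compound inhibition, cut at about 44% in these data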; further: inactives centre near -24
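Test system: S. cerevisiae DeaD strain BB579 yeast; Medium: restrictive CSMM-D medium; Compound: one dose, 10 µM compound with 0.25% DMSO; Incubation: 4 h cell preincubation, 48 h compound exposure, 30 °C humidified; Signal: OD at 615 nm; Benchmarks: amphotericin B at 10 µg/mL as positive control.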
NPY-Y2 antag – antagonists of human neuropeptide Y receptor Y2. AID 793. 140,000 tested, 0.99% active. P49146. inhibition, % at 2.7 µM. NPY-Y2 expressing cells, antagonist mode; in the data active means inhibition above about 17%;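 further: 0% = vehicle with agonist challenge and 100% = reference antagonist with challenge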
Target sequence (P49146 whole entry, looked up): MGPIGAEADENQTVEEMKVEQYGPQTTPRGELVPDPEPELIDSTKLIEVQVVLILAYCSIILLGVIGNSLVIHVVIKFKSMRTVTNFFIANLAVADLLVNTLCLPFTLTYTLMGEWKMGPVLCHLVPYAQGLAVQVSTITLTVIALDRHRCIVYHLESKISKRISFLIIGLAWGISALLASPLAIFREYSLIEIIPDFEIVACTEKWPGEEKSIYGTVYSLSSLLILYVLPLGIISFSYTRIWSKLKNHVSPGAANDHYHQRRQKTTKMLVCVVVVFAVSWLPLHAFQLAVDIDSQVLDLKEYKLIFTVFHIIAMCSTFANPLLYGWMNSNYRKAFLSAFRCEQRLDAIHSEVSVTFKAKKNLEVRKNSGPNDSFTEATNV
MRP1 act – activates MRP-1; H69AR cells + doxorubicin, viability rescue, CellTiter-Glo; viability increase, % at 10 µM; 140,000 tested, 0.61% active; AID 799;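 active means viability gain under doxorubicin at or above a set limit, the compound median plus 3 SD, cut at about 4.7% in these data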;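 further: MRP-1 overexpressing cells given doxorubicin 25 µM after compound pretreatment; 18-22 h compound pretreatment then 72 h with doxorubicin before readout; 0% = doxorubicin-only wells and 100% = vehicle-treated cells without doxorubicin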
HCT116 PTEN-null – suppresses growth of cells with PTEN deletion; 140,000 tested, 1.2% active; AID 827; viability, % at 10 µM; HCT116 PTEN-null viability, CellTiter-Glo, 60 h; hits give low values;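 active means viability at or below a set limit, 4 SD under the median of all tested compounds, cut at about 3.7% in these data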;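 further: PTEN knockout HCT116 line with beta catenin targeted HCT116 as companion control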
The depositor's hits bear a star; . = no result given.

Screens in order: E-sel TNF inh, GALR2 blocker, Phagocyt inh, Yeast lifespan up, bCat KO growth, Measles CPE, BB579 growth dn, NPY-Y2 antag, MRP1 act, HCT116 PTEN-null
(1) CCOC(=O)C1CCCN(C2CC(=O)N(c3cccc(C)c3)C2=O)C1 (centres undefined)
→ ., -3, 0, -10, 108, 8, 13, 3, 1.8, 96
(2) O=C1C=C(c2ccccc2)C[C@H](c2cccs2)[C@H]1n1nnc([N+](=O)[O-])n1
→ ., 18, -8, 16, 8, 1, -51, 6, -3.7, 17
(3) CCOc1ccccc1Nc1nnc(Cc2ccccc2Cl)c(=O)[nH]1
→ ., -9, 0, -9, 91, 9, -25, 4, -1.3, 83
(4) O=[N+]([O-])c1ccc(OCc2cccc(COc3ccc([N+](=O)[O-])cc3)n2)cc1
→ -9, 6, ., 2, 95, 10, -34, 4, -2.0, 90
(5) O=C(NC(=S)Nc1ccc(N2CCOCC2)c(Cl)c1)C(c1ccccc1)c1ccccc1
→ -35, -34, 1, -13, 51, 2, -43, 7, -1.6, 42
(6) CCCC1S/C(=N/N=C/c2ccc(OC)cc2)N(Cc2ccc(OC)cc2)C1=O (centres undefined)
→ -24, -14, ., -4, 78, 21, -33, -2, 2.8, 67
(7) O=C(Nc1nnc(C2CC2)s1)c1ccncc1
→ -1, -5, ., -6, 98, 4, -39, 3, 1.8, 92
(8) Cc1noc(C)c1CSc1nnc2sc3ccccc3n12
→ -38, 8, 0, -8, 104, 10, 0, 5, 0.6, 113
(9) Cc1nn2cc(-c3ccc(-c4ccccc4)cc3)nc2s1
→ -24, -30, 0, -7, 94, 20, -18, 0, 1.6, 95
(10) Cc1c(Cl)cccc1NC(=S)N1CCN(C(=O)C2CCCO2)CC1 (centres undefined)
→ -34, -7, -9, 4, 90, 7, -14, -1, -0.4, 92
(11) CC(C)CN1C(=O)c2ccccc2C1(O)Cc1ccccc1 (centres undefined)
→ 10, 1, ., ., 95, 6, -11, 5, -0.1, 93
(12) CCCS(=O)(=O)NCCc1cc2cc(C)c(C)cc2[nH]c1=O
→ -6, 2, ., -3, 94, 7, -1, 1, -3.6, 96
(13) CCC(=O)Nc1ccc(C(=O)CSc2nnc(-c3ccc(O)cc3)n2CC2CCCO2)cc1OC (centres undefined)
→ 7, 5, ., -15, 113, 8, 1, 0, 2.3, 94
(14) CC1CCc2nc(NC(=O)CSc3nc4ccccc4o3)sc2C1 (centres undefined)
→ -54, 15, -2, -2, 86, 3, -43, 14, -2.3, 84
(15) COc1ccc(NS(=O)(=O)c2cccs2)c(OC)c1
→ -11, 1, ., -25, 84, 1, -34, 1, -2.9, 79
(16) O=C(COc1ccc(Br)cc1Cl)NC(=S)N1CCc2ccccc21
→ ., 11, 6, -2, 92, 6, -30, 10, -1.2, 88
(17) Cc1[nH]c2c(Cl)cccc2c(=O)c1CN1CCCC1
→ -12, -3, 0, -5, 87, 9, 1, 1, -3.0, 92
(18) Nn1c(SCc2nc3ccccn3c2Br)nnc1-c1cccnc1
→ -61, -1, 1, -8, 93, 7, -13, -1, -0.7, 107
(19) COc1ccc(Br)cc1CN(C)C(C)C(=O)Nc1cc([N+](=O)[O-])ccc1OC (centres undefined)
→ ., 1, -12, -1, 64, ., -17, 8, -2.7, 55
(20) COc1ccccc1N(C)S(=O)(=O)c1ccc(C(=O)NC2=NCCS2)cc1
→ -47, -2, ., -1, 98, 4, -39, 7, -2.4, 108
(21) CC(C)(C)NC(=O)CSc1nc2ccc(NC(=O)CSc3nnc(N)s3)cc2s1
→ -7, 15, -6, -2, 71, 28, -14, 1, -2.5, 74
(22) NC(=O)CC[C@@H]1NC(=O)[C@@H]2CCCN2C(=O)c2cc([N+](=O)[O-])cc(I)c2NCCCC[C@@H](C(=O)NC(CC(=O)O)C(N)=O)NC1=O (some centres undefined)
→ -4, 7, ., 11, 97, 5, -30, 0, -1.2, 102
(23) COc1cc(/C=N/NC(=O)c2cccnc2)ccc1OC(=O)c1ccco1
→ ., -10, ., -32, 103, 2, -23, 1, -4.2, 104
(24) Cc1ccc(C(=O)CSC2=C(C#N)C(c3ccco3)C3=C(CCCC3=O)N2)cc1 (centres undefined)
→ 2, 20, 0, -14, 19, 4, -33, 5, -4.2, 18
(25) O=C(CCc1nc(-c2ccccc2)no1)N1CCCC1
→ ., 3, 0, -11, 99, 23, -45, 2, -0.9, 105
(26) Cn1c(=O)n(C/C=C/c2ccccc2)c(=O)c2c1nc1n2CCCN1Cc1ccccc1
→ -13, -6, 4, -14, 69, 7, -36, 5, 2.7, 57
(27) O=c1c2ccsc2ncn1Cc1ccc(Cl)cc1
→ ., 7, ., -6, 91, 17, 15, -1, -2.1, 81
(28) Clc1ccc(Nc2ccc(NCc3ccccc3)nn2)cc1
→ 6, -9, -7, -9, 82, 14, -39, -1, -1.6, 90
(29) COc1ccc(CC(=O)NNC(=O)COc2ccc3ccccc3c2)cc1
→ 4, -5, -12, 4, 100, 13, 1, 8, 1.3, 100
(30) CCn1c(SCc2nc3scc(-c4ccccc4)c3c(=O)[nH]2)nnc1-c1cccs1
→ ., 1, -7, 4, 68, 3, -27, 8, -0.6, 75
(31) CCCOc1ccc(/C(O)=C2/C(=O)C(=O)N(CCCn3ccnc3)C2c2cccs2)cc1 (centres undefined)
→ -18, -15, -10, 0, 95, 17, -18, 2, 0.1, 97
(32) Cc1ccc(NC(=O)COC(=O)Cc2csc(-c3cccc(F)c3)n2)cc1C
→ -23, -11, -6, -1, 93, 23, -49, 13, -0.1, 96
(33) NC(=O)C1CCN(C(=O)c2ccc(NC3=NC4CS(=O)(=O)CC4S3)cc2)CC1 (centres undefined)
→ 8, 12, 6, 8, 95, 4, -23, 3, -0.7, 103
(34) CCn1[nH]c(=O)c(=Nc2c(C)n(C)n(-c3ccccc3)c2=O)cc1-c1ccc(Cl)cc1
→ -14, -1, 0, -7, 93, 18, 4, 1, -2.6, 85
(35) O=C1CCCN1CCCNCC(=O)N1c2ccccc2Sc2ccccc21
→ 12, -4, 2, -1, 104, 7, -41, 4, -1.5, 101
(36) O=c1c2c3c(sc2ncn1/N=C/c1ccc(Br)o1)CCCC3
→ ., 18, -1, -2, 87, 3, -44, 1, -2.4, 93
(37) O=C(O)CCN1C(=O)NC2(CCCC2)C1=O
→ -3, 11, -1, -9, 94, 5, -42, -1, 0.2, 96
(38) CC(=O)Oc1ccc2nc(-c3cccs3)oc(=O)c2c1
→ -53, 1, ., -18, 92, 5, -9, -1, -1.3, 102
(39) COc1ccccc1CNC(=O)C1(c2ccc(Cl)cc2)CC1
→ ., -4, ., 7, 80, 6, 7, 9, -1.9, 91
(40) Cc1cc(C)nc(SC2CCOC2=O)n1 (centres undefined)
→ -34, 12, -1, -10, 95, 6, -38, 1, -0.8, 102
(41) Cc1ccc(S(=O)(=O)c2cn(Cc3ccc(F)cc3)c3cc4c(cc3c2=O)OCO4)cc1
→ ., -157, -6, -5, 51, 6, -24, 2, -2.7, 63
(42) Cc1[nH]c(-c2ccc3c(c2)OCO3)nc1C(=O)O
→ -1, -5, 1, -5, 55, 3, 17, 0, -2.5, 61
(43) OCCCNC(=S)Nc1ccc(Oc2ccccc2)cc1
→ ., 4, -5, -4, 92, 7, -11, -1, -2.1, 103
(44) COc1ccc(S(=O)(=O)N[C@@H](Cc2ccc(Cl)cc2)C(=O)N2CC[C@@]3(O)CCCC[C@H]3C2)cc1
→ -17, 4, ., -31, 69, 8, -6, 0, -2.2, 64
(45) CC(Cc1c[nH]c2ccccc12)NC(=O)C1CCCNC1=O (centres undefined)
→ 7, -4, 0, 14, 100, 13, -63, 0, -1.3, 104
(46) N/C(=N\NC(=O)c1cccs1)c1cc2ccccc2oc1=O
→ ., 3, -7, -4, 98, 8, -26, 5, -1.8, 80
(47) CN(C(=O)COC(=O)c1ccc2c(=O)n3c(nc2c1)CCC3)c1ccccc1
→ ., 14, ., 5, 96, 9, -27, 0, -2.4, 98
(48) COc1ccc(OC)c(-c2cc(C(=O)Nc3sc4c(c3C#N)CCC(C)C4)c3ccccc3n2)c1 (centres undefined)
→ 9, -17, -5, -2, 71, 28, -29, 1, -2.3, 67
(49) Cc1ccc2c(c1)-c1c(cnn1CC(=O)NC(C)CCc1ccco1)CO2 (centres undefined)
→ ., -1, 0, -7, 86, 13, -11, 4, -2.8, 90
(50) COc1ccc(NC2=CC(=O)CC(C)(C)C2)cc1OC
→ ., -3, -1, 2, 108, 16, -63, 1, -0.9, 108
(51) CN(c1ccccc1C(=O)NCc1ccccn1)S(C)(=O)=O
→ -9, -4, 1, -13, 90, 17, -11, 0, -1.1, 94
(52) CCc1ccc(CN2CCN(C(=O)c3cccc(OC)c3OC)CC2)cc1
→ -28, 8, ., ., 31, 17, -7, 2, -1.4, 35
(53) CCOC(=O)C1=C(c2ccccc2)NC(SCC(=O)Nc2cccc(C)c2)=C(C#N)C1c1ccco1 (centres undefined)
→ 15, -3, -4, -2, 61, 14, -41, 7, -1.7, 40
(54) CCS(=O)(=O)N1CCN(C(=O)c2ccc(-c3ccccc3)cc2)CC1
→ -28, 7, 1, -2, 63, 18, -40, 2, -1.2, 70
(55) CN(C)C(=O)N1CCCC(C(=O)NCc2ccccc2)C1 (centres undefined)
→ -10, -9, -1, 5, 98, 3, -48, 1, -0.8, 105
(56) COc1ccc(S(=O)(=O)NCc2ccc(C(=O)N3CCN(c4ccccn4)CC3)cc2)cc1
→ ., 2, ., -13, 116, 7, -47, 0, -1.0, 86
(57) CCSc1nnc(NC(=O)CCNS(=O)(=O)c2cc(Br)cnc2N)s1
→ -15, 5, -4, -1, 91, 6, -20, -4, -3.3, 105
(58) O=C(Nc1ccc2c(c1)Cc1ccccc1-2)c1ccncc1
→ ., 2, 2, -2, 91, 36, -29, 0, 0.7, 81
(59) O=C(Oc1ccc([N+](=O)[O-])cc1)c1cccnc1
→ ., -5, -2, -1, 99, 25, -11, 2, -1.3, 106

Source: PubChem

Hits appear at their usual frequency; 6.1% or so of the library scored in one or more.
